Source: PubChem BioAssay (National Center for Advancing Translational Sciences (NCATS))
ATXN viability: Viability Counterscreen for Primary qHTS for Inhibitors of ATXN expression. S2 cells (HEK-293 line with an ATXN2-luciferase reporter) viability, CellTiter-Fluor protease fluorescence, 24 h. Potency, µM (top dose mostly 56.7 µM), actives largely listed as cytotoxic. 400,000 compounds, 0.49% hits. AID 651635, 2014; also: nearly all actives have a fitted effect of over 40% in size
ATXN2 expr inh: Primary qHTS for Inhibitors of ATXN expression | HEK-293 ATXN2-luciferase reporter, luminescence, 24 h | Potency, µM (titrated, usually from 57 µM), for the others: at the top dose activity change, negative = inhibition, usual class: inhibitors | 360,000 compounds, 0.72% hits | AID 1745845, 2022; also: % is scaled to controls: 0 for no effect and ±100 for the full control effect; nearly all actives have a fitted effect of over 55% in size
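qHTS (up to 57 uM final) was run with 24 h compound exposure of reporter cells at 37 °C. Each well was multiplexed: SteadyGlo luminescence measured ATXN2-luciferase expression after a fluorogenic Gly-Phe-AFC viability readout (25 uM final).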
HepG2 tox: qHTS for Inhibitors of TGF-b: Cytotox Counterscreen; Potency, µM (top dose mostly 46.1 µM), for inactives: top-dose activity change, negative = cytotoxicity, most hits filed as cytotoxic; AID 588856, 2011; HepG2 CAGA-GFP viability, ATP luminescence, 18 h; 410,000 compounds, 0.76% hits; also: some results filed as inactive show a strong effect at the top dose
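HepG2 CAGA-GFP cells (1000/well, DMEM with 1% FBS) received compound, then TGF-beta at 500 pg/mL final, and were incubated 18 hours at 37 degrees C. Viability was read by CellTiter-Glo luminescence. Media-only wells were set as complete cell-killing and DMSO as no toxicity.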
Nrf2 inh: Nrf2 qHTS screen for inhibitors; A549 ARE-Fluc reporter, luciferase luminescence, 18-24 h; Potency, µM (highest dose often 46 µM), for inactives: top-dose activity change, negative = inhibition, most hits filed as inhibitors; 360,000 compounds, 2.1% hits; AID 504444, 2011; also: % is scaled to controls: 0 for no effect and ±100 for the full control effect; nearly all actives have a fitted effect of over 60% in size
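In this cell-based qHTS, ARE-driven firefly luciferase in A549 cells reports Nrf2 activity; the luminescent signal after BugLite lysis is the measured value, with a prior CellTiter-Fluor read for cell health.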
TGFb SMAD3 inh: qHTS for Inhibitors of TGF-b | 410,000 compounds, 1.2% hits | AID 588855, 2011 | Potency, µM (highest dose often 46.1 µM), without a hit: at the highest dose activity, negative = inhibition, usual class: inhibitors | HepG2 CAGA-GFP TGF-b/SMAD3 reporter, GFP fluorescence, 18 h; TGF-beta stimulated, 500 pg/mL final; also: % is scaled to controls: 0 for no effect and ±100 for the full control effect; nearly all actives have a fitted effect of over 65% in size
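HEPG2 CAGA-GFP reporter cells (1000/well, DMEM with 1% FBS) received compounds, then recombinant TGF-beta at 500 pg/mL final for 18 hours at 37 degrees C. Per-cell GFP summed per well was normalised to unstimulated and stimulated DMSO controls before curve fitting.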
EPAC2 antagonist: qHTS for Antagonist of cAMP-regulated guanine nucleotide exchange factor 2 (EPAC2): primary screen. 360,000 compounds, 0.18% hits. EPAC2 GEF exchange of Rap1B-BODIPY-GDP, fluorescence. Potency, µM (series often up to 114 µM), inactives show at the top dose activity, negative = inhibition, hits mostly inhibitors. Rap guanine nucleotide exchange factor 4 (Homo sapiens), Q8WZA2; also: % is scaled to controls: 0 for no effect and ±100 for the full control effect; nearly all actives have a fitted effect of over 45% in size; many of its hits are not listed in these tables
Target sequence (Q8WZA2 whole entry, looked up): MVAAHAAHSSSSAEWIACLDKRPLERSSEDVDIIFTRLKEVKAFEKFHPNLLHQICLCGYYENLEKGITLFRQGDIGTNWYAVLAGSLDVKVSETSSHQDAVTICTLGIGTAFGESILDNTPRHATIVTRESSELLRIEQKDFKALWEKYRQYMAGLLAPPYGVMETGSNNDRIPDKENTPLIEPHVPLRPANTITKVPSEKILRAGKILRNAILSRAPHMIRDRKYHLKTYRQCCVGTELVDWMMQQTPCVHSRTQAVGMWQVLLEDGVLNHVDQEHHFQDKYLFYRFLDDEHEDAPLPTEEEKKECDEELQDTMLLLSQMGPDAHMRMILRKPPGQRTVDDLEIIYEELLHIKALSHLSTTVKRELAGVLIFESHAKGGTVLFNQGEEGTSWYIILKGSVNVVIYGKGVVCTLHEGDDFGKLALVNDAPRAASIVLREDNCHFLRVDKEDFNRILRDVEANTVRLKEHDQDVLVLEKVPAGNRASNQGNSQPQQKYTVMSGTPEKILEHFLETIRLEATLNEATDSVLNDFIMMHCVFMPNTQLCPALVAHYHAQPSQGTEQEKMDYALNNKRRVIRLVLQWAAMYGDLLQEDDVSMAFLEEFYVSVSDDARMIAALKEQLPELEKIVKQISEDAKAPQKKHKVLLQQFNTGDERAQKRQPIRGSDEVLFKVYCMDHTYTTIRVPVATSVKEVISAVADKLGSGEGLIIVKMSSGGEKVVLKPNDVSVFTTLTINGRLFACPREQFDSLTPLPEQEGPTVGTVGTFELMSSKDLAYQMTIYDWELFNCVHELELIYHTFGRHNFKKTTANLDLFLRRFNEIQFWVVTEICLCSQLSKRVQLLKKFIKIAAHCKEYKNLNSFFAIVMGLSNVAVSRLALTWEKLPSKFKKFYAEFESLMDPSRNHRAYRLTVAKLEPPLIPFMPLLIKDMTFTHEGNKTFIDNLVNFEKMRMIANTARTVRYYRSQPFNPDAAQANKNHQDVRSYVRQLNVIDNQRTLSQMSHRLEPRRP
A549 tox: Nrf2 qHTS screen for inhibitors: counterscreen for cytotoxicity. A549 ARE-Fluc cells, CellTiter-Fluor viability, 18-24 h. 390,000 compounds, 0.16% hits. Potency, µM (highest dose often 46 µM), for inactives: top-dose activity change, negative = cytotoxicity, actives largely listed as inhibitors; also: % is scaled to controls: 0 for no effect and ±100 for the full control effect
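A549 ARE_Fluc cells in 5% FBS OPTI-MEM were exposed to compounds in concentration-response for 18-24 h at 37 deg C. Viability was read by CellTiter-Fluor fluorescence (Ex 405/Em 525) after 30 min, before the luciferase read.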
Nrf2 ARE act: qHTS of Nrf2 Activators | 410,000 compounds, 0.31% hits | Potency, µM (titrated, usually from 46.1 µM), for inactives: at the highest dose activation, usual class: activators | AREc32 ARE-luciferase reporter (MCF7-derived line), luminescence, 24 h; also: % of control where 0% means no effect; nearly all actives have a fitted effect of over 65% in size
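Reporter line AREc32 (ARE-Fluc), seeded overnight in OPTI-MEM with 5% FBS; compound pin-transferred, 24 hr at 37 deg C, 5% CO2; luminescent read-out.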
MCF10A rereplic: A quantitative high throughput screen for small molecules that induce DNA re-replication in MCF 10a normal breast cells; MCF 10A DNA re-replication, Hoechst nuclear intensity, 48 h; Potency, µM (series often up to 46.1 µM), inactives show at the highest dose activity, positive = re-replication, actives largely listed as activators; 350,000 compounds, 2.9% hits; also: % of control where 0% means no effect; nearly all actives have a fitted effect of over 50% in size
Starred values were filed as active, the others as inactive. Calls follow the shape of the dose curve; as a rule, active = well fitted curve in the direction sought with a large enough effect; inconclusive = small, poorly fitted or top-dose-only effect, or another doubt; inactive = no such curve, though single readings can be large; an effect the other way counts as inactive or inconclusive. Potency is read from the fitted curve at half-maximal effect. Not all compounds are listed; rates above refer to the full screens.

What do the screens show for `O=C(CSc1nc2ccccc2c(=O)n1-c1ccccc1)N1CCCc2ccccc21`?
ATXN viability: inactive; ATXN2 expr inh: -12%; HepG2 tox: -4%; Nrf2 inh: inconclusive; TGFb SMAD3 inh: 7%; EPAC2 antagonist: -5%; A549 tox: -4%; Nrf2 ARE act: -0.4%; MCF10A rereplic: 24%

What do the screens show for `O=C(O)c1oc2ccccc2c1-n1cccc1`?
ATXN viability: inactive; ATXN2 expr inh: 0%; HepG2 tox: -23%; Nrf2 inh: 2%; TGFb SMAD3 inh: 8%; EPAC2 antagonist: -2%; A549 tox: -7%; Nrf2 ARE act: -0.2%; MCF10A rereplic: 14%

What do the screens show for `COc1ccc(F)cc1C(=O)C1CCCN(Cc2cn(C)c3ccccc23)C1` (stereo not drawn)?
ATXN viability: inconclusive; ATXN2 expr inh: inconclusive; HepG2 tox: -25%; Nrf2 inh: inconclusive; TGFb SMAD3 inh: inconclusive; EPAC2 antagonist: -4%; A549 tox: -5%; Nrf2 ARE act: 7.1%; MCF10A rereplic: 9.2µM*

Results for COc1ccc(C)cc1S(=O)(=O)NNc1nc(C)cc(C)n1 ?
ATXN viability: inactive; ATXN2 expr inh: 1%; HepG2 tox: 2%; Nrf2 inh: -26%; TGFb SMAD3 inh: -5%; EPAC2 antagonist: -11%; A549 tox: -11%; Nrf2 ARE act: 24%; MCF10A rereplic: -9%

How did CCOc1ccccc1/C=C/c1onc(C)c1S(=O)(=O)N1CCC(C(=O)N2CCCCC2)CC1 do in these assays?
HepG2 tox: 8%; TGFb SMAD3 inh: inconclusive; A549 tox: -1%; Nrf2 ARE act: -0.5%

Results for COc1ccccc1N1CCN(c2nc3ccc(C)cc3n3nnnc23)CC1 ?
HepG2 tox: -4%; Nrf2 inh: inconclusive; TGFb SMAD3 inh: -20%; A549 tox: 16%; Nrf2 ARE act: -0.1%

How did CCCCn1c(N)c(N(C(=O)CSc2nnnn2-c2ccccc2C)C2CCCC2)c(=O)[nH]c1=O do in these assays?
ATXN viability: inactive; ATXN2 expr inh: -6%; HepG2 tox: -3%; Nrf2 inh: 9%; TGFb SMAD3 inh: 0%; EPAC2 antagonist: -5%; A549 tox: -6%; Nrf2 ARE act: -0.5%; MCF10A rereplic: 9%

How did COC(=O)c1cc(OC)c(OC)cc1NC(=S)N1CCN(Cc2ccccc2)CC1 do in these assays?
ATXN viability: inactive; ATXN2 expr inh: -9%; HepG2 tox: 5%; Nrf2 inh: 3%; TGFb SMAD3 inh: -5%; EPAC2 antagonist: 5%; A549 tox: 0%; Nrf2 ARE act: -1.1%; MCF10A rereplic: 9%

What do the screens show for `CCOc1ccc2[nH]c3c(NCC(C)C)ncnc3c2c1`?
ATXN viability: inactive; ATXN2 expr inh: -16%; HepG2 tox: -36%; Nrf2 inh: -14%; TGFb SMAD3 inh: -16%; EPAC2 antagonist: 7%; A549 tox: 1%; Nrf2 ARE act: -0.8%; MCF10A rereplic: 7%

How did CN1CCN(C(=O)c2cnn(-c3ccccc3)c2C2CCN(C(=O)OC(C)(C)C)CC2)CC1 do in these assays?
HepG2 tox: -15%; Nrf2 inh: 28%; TGFb SMAD3 inh: 0%; A549 tox: 16%; Nrf2 ARE act: -0.3%

Results for Clc1ncn(CCOc2ccccc2)c1Cl ?
ATXN viability: inactive; ATXN2 expr inh: 6%; HepG2 tox: -3%; Nrf2 inh: -4%; TGFb SMAD3 inh: 12%; EPAC2 antagonist: 1%; A549 tox: 5%; Nrf2 ARE act: 2.3%; MCF10A rereplic: -1%

Results for CCN(CC)C(=O)Cn1cc(C(=O)C(=O)NCCCn2ccnc2)c2ccccc21 ?
ATXN viability: inactive; HepG2 tox: 0%; Nrf2 inh: -2%; TGFb SMAD3 inh: 7%; EPAC2 antagonist: -5%; A549 tox: 2%; Nrf2 ARE act: 2.2%; MCF10A rereplic: -3%

What do the screens show for `Cc1nc2cc(Cl)ccc2n1-c1ccccc1`?
ATXN viability: inactive; ATXN2 expr inh: -7%; HepG2 tox: -14%; Nrf2 inh: 16%; TGFb SMAD3 inh: -11%; EPAC2 antagonist: 1%; A549 tox: -3%; Nrf2 ARE act: -0.8%; MCF10A rereplic: 6%

How did Cc1nn(-c2ccccc2)c2[nH]c(C(F)(F)F)cc(=O)c12 do in these assays?
ATXN viability: inactive; ATXN2 expr inh: -6%; HepG2 tox: -19%; Nrf2 inh: -24%; TGFb SMAD3 inh: 1%; EPAC2 antagonist: -6%; A549 tox: -10%; Nrf2 ARE act: 0.3%; MCF10A rereplic: inconclusive

How did O=C(COC(=O)Cc1c[nH]c2ccccc12)NC1CCCCC1 do in these assays?
ATXN viability: inactive; ATXN2 expr inh: 10%; HepG2 tox: 5%; Nrf2 inh: 2%; TGFb SMAD3 inh: -6%; EPAC2 antagonist: 4%; A549 tox: 0%; Nrf2 ARE act: -0.1%; MCF10A rereplic: -3%

Results for Cc1ccc(Cn2ccsc2=NC(=O)COC(=O)c2ccc(O)cc2O)cc1 ?
ATXN viability: inactive; ATXN2 expr inh: -1%; HepG2 tox: -41%; Nrf2 inh: -21%; TGFb SMAD3 inh: inconclusive; EPAC2 antagonist: -17%; A549 tox: -4%; Nrf2 ARE act: -0.3%; MCF10A rereplic: 17%

How did O=C(O)c1cccc2c1C(=O)c1cc(Br)ccc1S2(=O)=O do in these assays?
ATXN viability: inactive; ATXN2 expr inh: 10%; HepG2 tox: 1%; Nrf2 inh: 6%; TGFb SMAD3 inh: 3%; EPAC2 antagonist: -26%; A549 tox: -5%; Nrf2 ARE act: 0.3%; MCF10A rereplic: 12%

How did FC(F)(F)c1nnc2ccc(N3CCCCCC3)nn12 do in these assays?
ATXN viability: inactive; ATXN2 expr inh: 32%; HepG2 tox: -26%; Nrf2 inh: inconclusive; TGFb SMAD3 inh: inconclusive; EPAC2 antagonist: -3%; A549 tox: -3%; Nrf2 ARE act: 7.2%; MCF10A rereplic: -2%

How did CCOC(=O)C1CCCN(c2c(N3CCN(c4ccccn4)CC3)c(=O)c2=O)C1 (stereo not drawn) do in these assays?
ATXN viability: inactive; ATXN2 expr inh: 10%; HepG2 tox: -1%; Nrf2 inh: -2%; TGFb SMAD3 inh: 2%; EPAC2 antagonist: 7%; A549 tox: 12%; Nrf2 ARE act: -0.9%; MCF10A rereplic: -2%

How did COc1ccc(NC(=S)NC(=O)c2cc3ccccc3o2)c(OC)c1 do in these assays?
ATXN viability: inconclusive; ATXN2 expr inh: -4%; HepG2 tox: -4%; Nrf2 inh: 7%; TGFb SMAD3 inh: -7%; EPAC2 antagonist: 11%; A549 tox: -3%; Nrf2 ARE act: -0.5%; MCF10A rereplic: 14%

What do the screens show for `CCN1CCN(C(=O)Cn2c(-c3cccs3)cc3cc(Cl)ccc32)CC1`?
ATXN viability: inconclusive; ATXN2 expr inh: -16%; HepG2 tox: -29%; Nrf2 inh: 6%; TGFb SMAD3 inh: 2%; A549 tox: -2%; Nrf2 ARE act: 17%

How did O=C(Cc1ccc(Cl)cc1)NCCCNC(=O)c1cccnc1 do in these assays?
ATXN viability: inactive; ATXN2 expr inh: 3%; HepG2 tox: -4%; Nrf2 inh: -11%; TGFb SMAD3 inh: 16%; EPAC2 antagonist: 3%; A549 tox: 3%; Nrf2 ARE act: 0.5%; MCF10A rereplic: -2%

What do the screens show for `CC(C)c1ccc(C(=O)CC2(O)C(=O)N(CCc3ccccc3)c3ccc(Cl)cc32)cc1` (stereo not drawn)?
ATXN viability: inconclusive; ATXN2 expr inh: inconclusive; HepG2 tox: -104%; Nrf2 inh: inconclusive; TGFb SMAD3 inh: 16µM*; A549 tox: inconclusive; Nrf2 ARE act: -3.2%

What do the screens show for `CC(=O)Nc1ccc(-n2cc3c(c2-c2ccc(C)cc2)c(=O)n(C)c(=O)n3C)cc1`?
HepG2 tox: -28%; Nrf2 inh: inconclusive; TGFb SMAD3 inh: 0%; A549 tox: -3%; Nrf2 ARE act: 0.5%

How did Oc1ccccc1CN1CCCN(Cc2ccccc2O)C1 do in these assays?
ATXN viability: inconclusive; ATXN2 expr inh: -24%; HepG2 tox: -41%; Nrf2 inh: -29%; TGFb SMAD3 inh: 29%; EPAC2 antagonist: -3%; A549 tox: -30%; Nrf2 ARE act: 3.2%; MCF10A rereplic: inconclusive

How did COc1ccc(CCN(C(=O)C(F)(F)F)C(C(=O)NC2CCCCC2)c2cccs2)cc1 (stereo not drawn) do in these assays?
ATXN viability: inactive; HepG2 tox: -3%; Nrf2 inh: -6%; TGFb SMAD3 inh: -10%; EPAC2 antagonist: -1%; A549 tox: 12%; Nrf2 ARE act: 3.3%; MCF10A rereplic: 6%

What do the screens show for `COc1ccc(N2C(=O)C(CC(=O)Nc3ccc(F)cc3)N(CCc3ccc(OC)c(OC)c3)C2=O)cc1` (stereo not drawn)?
ATXN viability: inactive; ATXN2 expr inh: -8%; HepG2 tox: 9%; Nrf2 inh: -32%; TGFb SMAD3 inh: -1%; EPAC2 antagonist: -7%; A549 tox: -10%; Nrf2 ARE act: -0.2%; MCF10A rereplic: 7%

Two records picked at random from the list so far:
How did CN1CCN(C(=O)c2cnn(-c3ccccc3)c2C2CCN(C(=O)OC(C)(C)C)CC2)CC1 do in these assays?
HepG2 tox: -15%; Nrf2 inh: 28%; TGFb SMAD3 inh: 0%; A549 tox: 16%; Nrf2 ARE act: -0.3%

What do the screens show for `CC(C)c1ccc(C(=O)CC2(O)C(=O)N(CCc3ccccc3)c3ccc(Cl)cc32)cc1` (stereo not drawn)?
ATXN viability: inconclusive; ATXN2 expr inh: inconclusive; HepG2 tox: -104%; Nrf2 inh: inconclusive; TGFb SMAD3 inh: 16µM*; A549 tox: inconclusive; Nrf2 ARE act: -3.2%
